Tau FP inhib = blocks human tau fibril formation measured by polarization; AID 1468; Potency, µM (top dose mostly 57.7 µM), for the others: top-dose activity, negative = inhibition, actives largely listed as inhibitors; 0.39% of 280,000 active; K18 P301L tau heparin fibrillization, Alexa594 FP, 6 h; P10636; note: % is set by controls: 0 for no effect and ±100 for the full control effect; nearly all actives have a fitted effect of over 55% in size
Target sequence (P10636 561-689 P618L limits assumed): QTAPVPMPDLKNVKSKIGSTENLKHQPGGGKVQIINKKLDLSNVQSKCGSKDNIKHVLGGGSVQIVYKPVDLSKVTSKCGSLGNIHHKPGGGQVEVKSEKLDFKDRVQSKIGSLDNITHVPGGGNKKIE
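Recombinant K18 P301L […], labeled with Alexa 594 at 0.24 uM over 15 uM unlabeled; heparin inducer 20 uM final; 37 C, 6 hr; FP endpoint.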
SMN2 splice enh = SMN2 splice variant enhancement. HEK293 SMN2-luciferase splicing reporter, luminescence, 30-36 h. Potency, µM (series often up to 46.1 µM), for inactives: at the top dose activity change, positive = activation, usual class: activators. 2.8% of 210,000 active; note: % of control where 0% means no effect; nearly all actives have a fitted effect of over 55% in size
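HEK293 cells carry an SMN2 […]–luciferase reporter in which exon 7 inclusion puts luciferase in frame. Cells were plated 10-12 h before compound addition, then incubated 30-36 h at 37C. ONE-Glo luminescence was read; sodium butyrate at 4.5 mM final served as control.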
HTT cytoprotect = cytoprotection in Huntington HTT-Q103 PC12 cell model. 0.14% of 230,000 active. PC12 HTT-Q103 induced, cytoprotection, ATP luminescence, 40 h. Potency, µM (titrated, usually from 56.4 µM), without a hit: cytoprotection (ATP increase), hits mostly activators. AID 1471;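 note: % of control where 0% means no effect; nearly all actives have a fitted effect of over 45% in size; toxic huntingtin expression switched on by the ecdysone agonist tebufenozide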
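Cells were plated at 1500 per well in phenol red-free DMEM with 5% equine and 5% calf serum. Tebufenozide (100 nM final) and compounds were added, then ATPlite reagent, and luminescence was read.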
Tau ThT inhib = blocks human tau fibril formation measured by thioflavin T. 2.1% of 270,000 active. recombinant tau K18 P301L, heparin-induced fibrillization, ThT fluorescence. Potency, µM (top dose mostly 57.4 µM), for the others: top-dose activity, negative = inhibition, hits mostly inhibitors; note: % is set by controls: 0 for no effect and ±100 for the full control effect; nearly all actives have a fitted effect of over 55% in size
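Heparin-induced (20 uM) aggregation of recombinant human K18 P301L tau, 15 uM unlabeled with 0.24 uM labeled, pH 7 acetate buffer, 6 hr at 37 C with compound. Fibrils quantified by 30 uM ThT fluorescence after 1 hr ambient incubation.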
ALDH1A1 block = ALDH1A1 (human) enzyme inhibition; P00352; Purified ALDH1A1, NADH fluorescence, propionaldehyde substrate; Potency, µM (doses to about 75.3 µM), for the others: at the top dose activity, negative = inhibition, most hits filed as inhibitors; 7.3% of 220,000 active; active = well fitted inhibition curve with a large enough effect, not every such curve was filed as active; inconclusive = small, poorly fitted or top-dose-only effect, or another doubt; inactive = no such curve, though single readings can be large or run the other way;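 note: plate controls were no enzyme wells and a reference inhibitor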
Target sequence (P00352 whole entry, looked up): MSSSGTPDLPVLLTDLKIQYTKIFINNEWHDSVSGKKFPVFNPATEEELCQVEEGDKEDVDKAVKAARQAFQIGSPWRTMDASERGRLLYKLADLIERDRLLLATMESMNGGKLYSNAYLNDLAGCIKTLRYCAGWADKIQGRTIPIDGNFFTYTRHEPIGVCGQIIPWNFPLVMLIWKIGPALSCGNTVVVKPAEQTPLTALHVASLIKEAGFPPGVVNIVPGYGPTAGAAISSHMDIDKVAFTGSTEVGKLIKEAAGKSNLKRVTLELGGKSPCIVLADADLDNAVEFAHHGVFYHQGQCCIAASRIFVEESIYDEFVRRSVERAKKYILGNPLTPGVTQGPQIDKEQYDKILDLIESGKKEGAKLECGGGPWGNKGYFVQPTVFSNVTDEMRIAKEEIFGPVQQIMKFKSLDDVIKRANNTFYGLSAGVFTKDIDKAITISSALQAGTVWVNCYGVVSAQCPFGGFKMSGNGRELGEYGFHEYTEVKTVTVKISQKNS
KDM4E inh = blocks human JMJD2E demethylase activity; Potency, µM (titrated, usually from 57.1 µM), for the others: at the highest dose activity change, negative = inhibition, actives largely listed as inhibitors; B2RXH2; 1.6% of 230,000 active; JMJD2E catalytic domain, FDH-coupled NADH fluorescence (FDH is formaldehyde dehydrogenase); active = well fitted inhibition curve with a large enough effect, not every such curve was filed as active; inconclusive = small, poorly fitted or top-dose-only effect, or another doubt; inactive = no such curve, though single readings can be large or run the other way;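 note: 0% = wells with enzyme and -100% = buffer wells without enzyme; nearly all actives have a fitted effect of over 50% in size; many of its hits are not listed in these tables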
Target sequence (B2RXH2 1-337 limits assumed): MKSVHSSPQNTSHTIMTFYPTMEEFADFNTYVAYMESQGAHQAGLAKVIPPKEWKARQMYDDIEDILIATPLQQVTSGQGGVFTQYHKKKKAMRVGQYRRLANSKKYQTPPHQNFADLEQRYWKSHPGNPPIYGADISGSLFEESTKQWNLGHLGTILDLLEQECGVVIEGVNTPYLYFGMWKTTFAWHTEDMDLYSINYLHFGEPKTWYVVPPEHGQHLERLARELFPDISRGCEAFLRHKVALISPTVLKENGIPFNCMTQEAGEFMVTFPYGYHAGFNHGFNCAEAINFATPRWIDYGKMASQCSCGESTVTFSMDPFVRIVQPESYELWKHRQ
HttQ103 aggreg = mutant huntingtin aggregation inhibition | 1.1% of 220,000 active | AID 1688 | PC12 HttQ103-GFP aggregates, Acumen cytometry, 40 h | Potency, µM (top dose mostly 46.1 µM), inactives show at the highest dose activity change, negative = inhibition, actives largely listed as inhibitors; note: % is set by controls: 0 for no effect and ±100 for the full control effect; nearly all actives have a fitted effect of over 60% in size
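Aggregate formation scored by laser-scanning cytometer (488 excitation, 500–530 emission) in lysed PC12 cells expressing Q103-GFP after 100 nM tebufenozide induction; library tested in dose series, with ATPLite reagent added in the multiplex.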
Tau fluor cs = counter-screen for tau fibril formation inhibitors | tau K18 P301L Alexa594 fluorescence, heparin fibrillization | Potency, µM (doses to about 57.7 µM), inactives show at the highest dose activity change, negative = decrease | 0.93% of 280,000 active | AID 1463; note: % is set by controls: 0 for no effect and ±100 for the full control effect; nearly all actives have a fitted effect of over 55% in size
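Human tau K18 P301L (15 uM unlabeled, 0.24 uM Alexa 594-labeled) in 100 mM sodium acetate pH 7 with 20 uM heparin, 6 hr at 37 C. ThT 30 uM added, 1 hr ambient; Alexa 594 FP and total fluorescence read at 555/632 nm.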
The depositor's hits bear a star; ? = inconclusive; / = not tested or not shown; & = joins results of further samples; ! = a repeat was not active; [ ] = dose if it differs, or a comment. Unless noted, calls come from the whole dose curve; as a rule, active = well fitted curve in the direction sought with a large enough effect; inconclusive = small, poorly fitted or top-dose-only effect, or another doubt; inactive = no such curve, though single readings can be large; an effect the other way counts as inactive or inconclusive. Potency is the fitted concentration of half-maximal effect. Not all compounds are listed; count on the stated rates, not on these rows.

Compound	Tau ThT inhib	HTT cytoprotect	KDM4E inh	HttQ103 aggreg	SMN2 splice enh	Tau fluor cs	Tau FP inhib	ALDH1A1 block
COc1ccc(C(=O)/C=C/C(=O)N(CC(=O)NC2CCCCC2)Cc2ccc(F)cc2)c(O)c1	?	-31.6%[10 µM]	?	3.1%[9.22 µM]	/	-8.3%	-9.1%	?
CCC(C)Cn1c(/C=C/c2ccccc2)nc2ccccc21 (stereo unspecified)	?	/	/	/	22.7%	?	5.5%	/
Cc1ccc(O)c(NC(=O)c2noc3c2CCCCC3)c1	-10.6%&-19.8%	-121.4%[inhibitor]	9.0%	-1.3%	3.98µM*!	25.1µM*[quencher]	?	?
CCOC(=O)c1oc2ccccc2c1NC(=O)c1cccs1	2.8%	-33.4%	?	6.5%	/	-8.3%	-12.1%	?
COc1ccc(-n2cnc3cc(NC(=O)c4ccco4)ccc32)cc1	-5.8%	-24.5%	8.7%	-10.2%	-15.9%	-9.7%	-1.3%	7.7%
Cc1nnc(SCC(=O)Nc2ccc(N3CCOCC3)cc2)o1	-16.9%	17.2%[10 µM]	1.9%	-3.9%	-0.6%	-1.8%	6.4%	4.4%
CCc1ccc(S(=O)(=O)NCCc2cn3ccsc3n2)s1	-6.6%	-6.1%	5.9%	2.9%	-10.5%	0.5%	7.5%	?
Cc1cc(C)c2sc(N(CCCN(C)C)C(=O)COc3ccc(Cl)cc3)nc2c1	-10.9%	-25.6%	-4.2%	12.4%	-27.6%	?	-13.1%	2.1%
CC(C)(c1ccccc1)c1ccc(OCCCN2CCNCC2)cc1	?	-11.4%[10 µM]	-9.9%	15.1%[9.22 µM]	-111.1%[inhibitor]	-1.2%	8.2%	15.8µM*
c1ccc2c(c1)OCC(c1nnc3sc(-c4cnccn4)nn13)O2 (stereo unspecified)	?	-10.3%	-3.9%	7.2%	9.2%	-10.8%	-9.5%	8.91µM*
Clc1cccc(OCCCN2CCCC2)c1Cl	-5.1%	/	-23.7%	15.5%	-5.6%	-0.9%	-2.3%	?
O=C(CC1SC(=O)N(c2ccccc2)C1=O)Nc1ccccc1 (stereo unspecified)	?	-15.5%	-6.2%	30.0%	-11.0%	-5.0%	5.9%	8.91µM*
COc1ccc(C2=CC(c3ccc(OC)c(OC)c3)NC(=S)N2)cc1 (stereo unspecified)	?	11.9%	?	16.7%	-34.6%[inhibitor]	-23.5%	?	?
Cc1ccc(-n2ncc3c(=O)n(CC(=O)Nc4cccc(Cl)c4)cnc32)cc1C	3.1%	-9.7%	?	12.8%	-4.2%	-19.1%	?	-2.2%
CN(C)S(=O)(=O)Oc1cccc(C(=O)Nc2ccccc2Cl)c1	-9.6%	-7.5%	4.4%	-1.8%	12.0%	-11.7%	-4.5%	?
Cc1ccc(NC(=O)CSc2ccccn2)cc1S(=O)(=O)N1CCOCC1	1.5%	-22.5%	5.7%	8.1%[9.22 µM]	-1.8%	-0.6%	-3.3%	-7.2%
COc1ccc(CNC(=O)CCSCc2ccc(C)cc2)cc1	-13.7%	-38.2%	1.0%	-18.3%	-32.6%[inhibitor]	-21.9%	3.5%	?
O=C(O)/C(=C/c1c(C(=O)O)[nH]c2cc(Cl)cc(Cl)c12)c1ccccc1	-1.9%	-14.1%[1.9 µM]	-1.5%	/	12.7%	-1.9%	1.8%	3.4%
COCCCNC(=O)CCCCn1c(=O)c2ccccc2n(CC(=O)Nc2ccc(C)cc2C)c1=O	5.2%	/	/	/	0.0%	3.1%	0.6%	/
C=CCN1N=C(/C=C/c2ccc(C)cc2)CCC1=O	-7.7%	-48.8%[inhibitor]	4.0%	-5.6%	?	-13.7%	-1.5%	?
COc1ccc(-c2cc3nc(C)c(CCC(=O)Nc4ccc(F)cc4F)c(C)n3n2)c(OC)c1	-4.3%	/	/	/	0.5%	-14.6%	4.0%	/
O=C(N/N=C/c1cccnc1)c1cccs1	0.7%	-9.2%[10 µM]	-5.9%	1.4%[9.22 µM]	/	-8.5%	?	/
CN(C(=O)Cn1cc(C#N)c2ccccc21)c1ccccc1	-8.2%	-9.8%[10 µM]	-11.9%	-6.9%[9.22 µM]	/	-12.4%	-14.3%	?
CC1Cc2ccccc2N1C(=O)CSc1nnc(NC(=O)Cc2cccs2)s1 (stereo unspecified)	-5.1%	7.2%[10 µM]	1.7%	0.4%	0.2%	-9.3%	1.1%	-5.0%
CCCn1c(SCC(=O)c2ccc3c(c2)NC(=O)CO3)nc2ccccc21	?	/	-1.7%	-12.6%	0.3%	-3.7%	?	3.16µM*

Arranged by value in KDM4E inh (descending): 3 from the list above
Structure | KDM4E inh
C=CCN1N=C(/C=C/c2ccc(C)cc2)CCC1=O | 4.0%
Cc1nnc(SCC(=O)Nc2ccc(N3CCOCC3)cc2)o1 | 1.9%
CC(C)(c1ccccc1)c1ccc(OCCCN2CCNCC2)cc1 | -9.9%

Continuation.
Compound	Tau ThT inhib	HTT cytoprotect	KDM4E inh	HttQ103 aggreg	SMN2 splice enh	Tau fluor cs	Tau FP inhib	ALDH1A1 block
CCOC(=O)C1CCCN(C(=O)C2CCN(S(=O)(=O)CC)CC2)C1 (stereo unspecified)	8.6%	8.5%	0.4%	-5.8%	-15.3%	4.1%	4.5%	6.8%
Cc1ccc(/C=N\NC(=O)C2CC(=O)N(c3ccccc3)C2)o1 (stereo unspecified)	-7.7%	4.7%[10 µM]	-4.5%	-3.9%[9.22 µM]	/	-7.5%	3.5%	-13.3%
CC(C)c1nnc(SCC(=O)NCc2ccco2)n1C	?	9.4%	-2.1%	-1.9%	?	-7.5%	-7.0%	2.4%
COc1cc(C2NC(=O)c3c(sc4c3CCN(C)C4)N2)ccc1OC(=O)c1ccccc1 (stereo unspecified)	12.6µM*	/	/	/	23.3%	-13.7%	-6.3%	/
COC(=O)C1=C(N)Oc2cc(C)n(C)c(=O)c2C1c1ccc(Cl)c(Cl)c1 (stereo unspecified)	6.4%	6.7%	3.5%	40.1%	0.1%	-4.5%	-2.7%	2.9%
O=c1[nH]c(CSc2nnc(Cc3ccccc3)o2)nc2ccccc12	-3.7%	-15.6%	3.1%	-8.1%	-3.4%	-10.8%	-8.5%	-2.5%
CC(=O)c1ccc(-c2cccs2)s1	?	-13.2%	?	22.6%	-26.5%	-4.9%	-4.8%	?
COc1ccc(/C=N/NC(=O)c2cccnc2)cc1CSc1nc2ccccc2s1	0.0%	-41.6%[10 µM]	3.2%	?	-16.6%	?	?	?
CN(Cc1ccccc1)C(=O)CSc1nc2ccccc2c(=O)n1Cc1ccco1	?	-3.2%	0.7%	?	-53.9%[inhibitor]	-21.2%	-0.1%	7.94µM*
COc1cc(C)c(Cl)cc1S(=O)(=O)n1ccnc1	-0.2%	-34.6%[inhibitor]	2.6%	-1.8%	5.3%	-2.2%	-5.6%	3.9%
COc1ccc(C)cc1-n1nnnc1SCC(=O)NNC(=O)c1ccc([N+](=O)[O-])cc1	?	-10.7%[10 µM]	-0.4%	5.5%[9.22 µM]	0.0%	-15.9%	5.8%	3.16µM*
CCOC(=O)c1c(C)c(C(=O)NCC2CCCO2)c(C)n1C (stereo unspecified)	4.3%	-5.2%[10 µM]	-0.9%	-4.7%	-2.1%	0.8%	0.4%	-4.5%
Cc1ccccc1C(=O)N1CCC(C(=O)Nc2ccc3c(c2)OCCO3)CC1	-14.2%	10.6%	0.1%	4.7%[9.22 µM]	-15.9%	-7.6%	0.9%	28.2µM*
O=C(Nc1cccc(Cl)c1)Nc1ccccc1C(=O)NCc1ccco1	-8.7%	-4.4%	?	-9.3%	8.6%	-26.0%	?	?
Cn1c(=O)c2sccc2n2c(CCC(=O)NCc3ccc(F)cc3)nnc12	-0.9%	/	/	/	2.7%	-4.1%	-3.6%	/
COCCN1Cc2cccc(C(=O)NCc3ccccc3OC)c2C1=O	-2.5%	1.7%	4.2%	-21.1%	21.4%	0.0%	-0.9%	-5.8%
CCNC(=O)Nn1c(C)nnc1C	-1.0%	-1.2%	0.6%	-15.2%	?	4.6%	6.8%	?
CCOc1ccc(NC(=O)CCN2CCN(c3ccccc3F)CC2)cc1	-21.9%	2.3%[10 µM]	0.9%	9.7%	4.0%	-12.0%	4.9%	-9.2%
CC(=O)Oc1ccc(C(=O)Nc2cccc(C(=O)c3ccc(C)c(C)c3)c2)cc1	-5.3%	-6.8%	7.9%	-4.1%	6.3%	?	?	-1.8%
CCC(=O)Nc1cc(=O)[nH]c2nc(-c3ccc(Cl)cc3)nn12	/	5.8%[10 µM]	?	16.7%[9.22 µM]	/	5.2%[0.0958 µM]	0.4%[0.0958 µM]	/
CC1CN(C(=S)SCC(=O)c2ccc(Cl)cc2)CC(C)O1 (stereo unspecified)	-10.9%	13.2%[10 µM]	7.5%	7.8%	-11.2%	-8.8%	1.3%	?
O=C(/C=C/c1ccc(Br)o1)NC(c1ccccc1)c1ccccc1	-15.8%	-1.6%[10 µM]	-21.7%	?	24.0%	-21.1%	-2.1%	22.4µM*
CCc1nc2ccccc2c(C(=O)Oc2cccc3cccnc23)c1C	?	-15.5%	-2.9%	-21.4%	-19.3%	?	?	0.4%
CC1CCN(S(=O)(=O)c2cccc(C(N)=O)c2)CC1	-7.8%	-1.2%[10 µM]	-0.5%	12.9%	-17.7%	-7.3%	-4.2%	?

Compound activity from PubChem.
